# Calpain2 inh: inhibitors of pig calpain II, primary screen, biochemical, fluorogenic peptide substrate, 1536-well. purified calpain II, 30 min. inhibition, % at 16 µM. 0.37% of 220,000 active;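 active = inhibition above about 50%, limit read from the data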
# S1P4 agonist: S1P4 receptor agonists, primary screen, cell-based; 0.35% of 220,000 active; activation, % at 4.98 µM; AID 1509, 2009; S1P4-expressing cell line, agonist reporter assay; in the data active = activation above about 11%;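 note: 0% = DMSO vehicle and 100% = reference agonist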
# EP2 mod: EP2 receptor modulators, cAMP readout, primary screen, cell-based, HTRF cAMP, PGE2 stimulation; Prostaglandin E2 receptor EP2 subtype (Homo sapiens), P43116; EP2-expressing cells, cAMP HTRF FRET, PGE2 co-stimulation; induction, % at 25 µM; 0.83% of 260,000 active;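 active = compounds whose cAMP rise, as percent of the full-agonist control response, exceeds 60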;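 note: rat C6 glioma line stably carrying human EP2 under a CMV promoter; the protocol text gives 20 µM as final concentration; 100% = response of wells given 1 µM PGE2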
# PERK inh: block of dimerizer-induced PERK translation repression, primary screen, PERK inhibitor project, CHO PERK-DD cells, SEAP luminescence, HTS | Eukaryotic translation initiation factor 2-alpha kinase 3 (Homo sapiens), Q9NZJ5 | CHO PERK-DD fusion, SEAP luminescence translation reporter | inhibition, % at 5.6 µM | 0.17% of 220,000 active | AID 1416, 2008;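 active = inhibition above the mean inhibition of all tested compounds plus 3 SD, set separately per screening campaign, cut at about 2.9% in these data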;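 note: PERK kinase domain activated by AP20187 dimerizer at 100 nM; 0% = DMSO with dimerizer and 100% = rapamycin at 8.4 µM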
# Target sequence (Q9NZJ5 whole entry, looked up, the tested form may be a part): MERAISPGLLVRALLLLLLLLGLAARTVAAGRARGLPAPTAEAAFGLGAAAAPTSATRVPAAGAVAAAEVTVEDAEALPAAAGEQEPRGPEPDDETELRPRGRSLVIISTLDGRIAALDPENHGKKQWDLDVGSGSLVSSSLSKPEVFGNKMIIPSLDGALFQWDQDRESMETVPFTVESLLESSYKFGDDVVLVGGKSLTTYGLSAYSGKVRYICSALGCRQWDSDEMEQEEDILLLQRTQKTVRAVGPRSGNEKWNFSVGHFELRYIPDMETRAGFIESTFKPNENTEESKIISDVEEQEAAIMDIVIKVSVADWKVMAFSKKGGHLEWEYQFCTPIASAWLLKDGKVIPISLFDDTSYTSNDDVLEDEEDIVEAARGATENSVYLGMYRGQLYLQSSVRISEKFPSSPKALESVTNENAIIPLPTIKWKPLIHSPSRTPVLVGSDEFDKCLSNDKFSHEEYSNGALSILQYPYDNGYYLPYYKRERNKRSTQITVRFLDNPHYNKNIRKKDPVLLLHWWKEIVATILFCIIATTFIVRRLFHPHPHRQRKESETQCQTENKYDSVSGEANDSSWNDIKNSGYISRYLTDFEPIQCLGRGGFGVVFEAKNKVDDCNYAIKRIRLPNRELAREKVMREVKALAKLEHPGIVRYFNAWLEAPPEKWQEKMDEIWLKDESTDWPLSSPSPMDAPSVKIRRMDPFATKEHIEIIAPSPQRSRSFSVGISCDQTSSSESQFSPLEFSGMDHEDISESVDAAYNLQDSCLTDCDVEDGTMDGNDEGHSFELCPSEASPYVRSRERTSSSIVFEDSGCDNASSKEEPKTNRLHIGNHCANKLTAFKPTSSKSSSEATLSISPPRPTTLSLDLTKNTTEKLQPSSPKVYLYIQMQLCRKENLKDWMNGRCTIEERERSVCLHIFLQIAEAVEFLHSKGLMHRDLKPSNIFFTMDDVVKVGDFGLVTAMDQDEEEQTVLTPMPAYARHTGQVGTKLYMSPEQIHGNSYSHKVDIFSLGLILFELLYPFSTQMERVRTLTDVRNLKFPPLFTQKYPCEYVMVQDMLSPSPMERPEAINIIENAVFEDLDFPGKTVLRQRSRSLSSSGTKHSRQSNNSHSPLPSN
# S1P4 antagonist: S1P4 receptor antagonists, primary screen, cell-based | inhibition, % at 4.98 µM | S1P4-expressing cells, antagonist mode, reporter read-out | AID 1510, 2009 | 0.26% of 220,000 active; in the data active = inhibition above about 29%;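 note: 0% = wells stimulated with agonist and 100% = vehicle wells without agonist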
# Ba/F3 V617F tox: reduced viability of JAK2V617F-dependent Ba/F3 cells, primary screen, JAK2V617F inhibitor project, cell-based, Ba/F3 EpoR-JAK2V617F, luminescence; ATP luminescence; inhibition, % at 5.6 µM; 1.1% of 220,000 active;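 active = inhibition above the campaign mean plus 3 SD over all tested compounds, cut at about 24% in these data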;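 note: cytokine-independent growth of Ba/F3 cells driven by EpoR plus mutant JAK2; 0% = DMSO-treated cells and 100% = JAK inhibitor I control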
# TRPN1 ag: zebrafish TRPN1 channel agonists, primary screen, cell-based, HEK293, calcium fluorescence; HEK293 zebrafish TRPN1-YFP, Fluo-8 calcium fluorescence; 100% = response to 87 µM carbachol; 0.18% of 220,000 active; activation, % at 3 µM; transient receptor potential cation channel N1 (TRPN1/NompC), Danio rerio;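 active = activation above its plate's cutoff, the mean activation of test wells on that plate plus 3 SD, cut at about 19% in these data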;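 note: 0% = DMSO alone and 100% = 87 µM carbachol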
#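 Material – zebrafish TRPN1-YFP in HEK293 cells · Doses – 3 µM single point · Schedule – dye 1 h 37 °C plus 30 min RT · Signal – Fluo-8 calcium fluorescence, excitation 470-495 nm, emission 515-575 nm · Read-out – % activation versus carbachol response · Control set – carbachol high, DMSO low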
# BaF3 tox: parental Ba/F3 cell viability inhibition, counter-screen for JAK2V617F inhibitor project, murine pro-B, CellTiter-Glo luminescence; CellTiter-Glo ATP luminescence; inhibition, % at 5.6 µM; 1.1% of 220,000 active;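 active = inhibition above a per-campaign cutoff, the mean inhibition of all tested compounds plus 3 SD, cut at about 27% in these data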;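 note: 0% = DMSO wells and 100% = JAK Inhibitor I control wells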
# TRPML3 agonist: human TRPML3 channel agonists, primary screen, cell-based, HEK293 TRPML3-YFP, Fluo-8 calcium fluorescence, 3 µM. Mucolipin-3 (Homo sapiens), Q8TDD5. 100% = the carbachol control signal. activation, % at 3 µM. 0.29% of 220,000 active. AID 1448, 2008;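 active = activation above its plate's cutoff, the mean activation of the plate's test wells plus 3 SD, cut at about 12% in these data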;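 note: 0% = DMSO only wells and 100% = carbachol wells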
#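 Test system: TRPML3-YFP stable HEK293 cells. Doses: single point at 3 µM. Incubation: dye loading 1 h 37 °C then 30 min ambient, 125 s read. Signal: Fluo-8 calcium dye fluorescence, ex 470-495, em 515-575 nm. Measure: percent activation from peak-to-basal fluorescence ratio, scaled between DMSO and carbachol.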
# Active calls of the source: *. An unsorted share of the library. About 3.6% of those tested had a hit in this group.
# The line under a structure holds: PERK inh	Ba/F3 V617F tox	EP2 mod	S1P4 antagonist	TRPML3 agonist	S1P4 agonist	BaF3 tox	TRPN1 ag	Calpain2 inh
(1) CCCCCc1cc(=O)[nH]c(=S)[nH]1
 : 1.0	-3	-9	11	0.0	0.0	3	1.3	-10
(2) CN1CCC(NC(=O)Nc2ccc(Br)cc2)CC1
 : 1.0	-2	-10	-19	2.9	1.7	0	1.0	-13
(3) Fc1ccccc1N1CCN(Cc2nc(-c3ccc(Cl)cc3Cl)no2)CC1
 : 1.1	-1	-30	0	0.5	2.1	5	0.4	16
(4) CCC1CCCCN1C(=O)c1c[nH]c2ccc(S(=O)(=O)N(C)c3ccc(Cl)cc3)cc2c1=O (stereo not given)
 : -0.7	1	26	-17	1.0	-4.2	6	-0.4	-262
(5) CCc1nnc(NC(=O)CSc2nnc(-c3ccco3)n2CCOC)s1
 : 0.8	0	29	-13	0.4	0.9	4	2.2	-14
(6) O=C(O)c1cccc(N2CCCC2=O)c1
 : 1.1	4	30	-17	0.3	0.5	2	0.6	2
(7) CC1C(=O)C(C)C(c2ccc([N+](=O)[O-])cc2)NC1c1ccc([N+](=O)[O-])cc1 (stereo not given)
 : 0.3	-1	18	7	0.9	-0.1	0	2.1	-22
(8) CCOC(=O)C1=NOC(COc2ccccc2C=O)C1 (stereo not given)
 : 0.6	3	-5	-13	0.2	0.6	6	-0.5	4
(9) Cc1ccc(N2CC(C(=O)OCC(=O)C(C)(C)C)CC2=O)cc1 (stereo not given)
 : 0.0	0	-8	-6	0.1	1.5	-1	-0.6	-18
(10) O=C(C1CCN(C2CCN(C/C=C/c3ccccc3)CC2)CC1)N1CCOCC1
 : 0.9	2	-2	3	0.8	2.5	3	0.1	-2
(11) CN1CCN(CC(=O)Nc2c(C(=O)C3CC3)oc3ccccc23)CC1
 : -1.1	5	-1	-10	0.6	-2.3	8	0.3	7
(12) O=C(O)c1ccc(N2C(=O)CC(Cc3ccccc3)C2=O)cc1 (stereo not given)
 : 0.0	-2	8	-9	-0.6	-1.6	2	0.1	19
(13) O=C(N/N=C/c1ccc(O)c(O)c1O)/C(=C/c1ccc([N+](=O)[O-])cc1)NC(=O)c1ccccc1
 : 0.5	4	0	14	0.7	-1.8	6	0.1	-21
(14) C/C(=N\O)C(C)(C)Nc1ccc(Br)cc1
 : 1.1	3	-78	4	-0.6	-1.2	3	-1.7	8
(15) Nc1ncnc(Nc2cc(C(F)(F)F)cc(C(F)(F)F)c2)n1
 : 0.4	0	-29	8	0.6	-0.4	0	-0.2	-21
(16) S=c1[nH]c2ncccc2o1
 : 2.2	-1	29	8	0.9	1.2	0	0.3	17
(17) O=C1c2ccccc2C(=O)C12OC2c1cccc2ccccc12 (stereo not given)
 : 1.2	1	-3	-17	1.5	0.2	8	3.3	7
(18) CCCCSc1nnc(C)c(=O)[nH]1
 : 1.6	2	9	1	-0.1	0.3	5	-0.6	-17
(19) COc1ccc(/C=N/NC(=S)Nc2c(C)n(C)n(-c3ccccc3)c2=O)cc1OC
 : 1.5	-3	12	10	0.6	-2.6	2	2.3	15
(20) COc1cccc(C(=O)Oc2cc3c4c(c2)C(C)=CC(C)(C)N4C(=O)C3=O)c1
 : -0.6	6	-10	-10	0.3	0.8	3	-1.9	10

# Single records, as listed above.
# Cc1ccc(N2CC(C(=O)OCC(=O)C(C)(C)C)CC2=O)cc1 (stereo not given) is listed as PERK inh: 0.0; Ba/F3 V617F tox: 0; EP2 mod: -8; S1P4 antagonist: -6; TRPML3 agonist: 0.1; S1P4 agonist: 1.5; BaF3 tox: -1; TRPN1 ag: -0.6; Calpain2 inh: -18
# CN1CCN(CC(=O)Nc2c(C(=O)C3CC3)oc3ccccc23)CC1 is listed as PERK inh: -1.1; Ba/F3 V617F tox: 5; EP2 mod: -1; S1P4 antagonist: -10; TRPML3 agonist: 0.6; S1P4 agonist: -2.3; BaF3 tox: 8; TRPN1 ag: 0.3; Calpain2 inh: 7

# Fetched by compound from above (4):
# The line under a structure holds: PERK inh	Ba/F3 V617F tox	EP2 mod	S1P4 antagonist	TRPML3 agonist	S1P4 agonist	BaF3 tox	TRPN1 ag	Calpain2 inh
(12) O=C(O)c1ccc(N2C(=O)CC(Cc3ccccc3)C2=O)cc1 (stereo not given)
 : 0.0	-2	8	-9	-0.6	-1.6	2	0.1	19
(2) CN1CCC(NC(=O)Nc2ccc(Br)cc2)CC1
 : 1.0	-2	-10	-19	2.9	1.7	0	1.0	-13
(17) O=C1c2ccccc2C(=O)C12OC2c1cccc2ccccc12 (stereo not given)
 : 1.2	1	-3	-17	1.5	0.2	8	3.3	7
(5) CCc1nnc(NC(=O)CSc2nnc(-c3ccco3)n2CCOC)s1
 : 0.8	0	29	-13	0.4	0.9	4	2.2	-14

# Returning to the listing with the 2 entries that preceded the break.
# The line under a structure holds: PERK inh	Ba/F3 V617F tox	EP2 mod	S1P4 antagonist	TRPML3 agonist	S1P4 agonist	BaF3 tox	TRPN1 ag	Calpain2 inh
(19) COc1ccc(/C=N/NC(=S)Nc2c(C)n(C)n(-c3ccccc3)c2=O)cc1OC
 : 1.5	-3	12	10	0.6	-2.6	2	2.3	15
(20) COc1cccc(C(=O)Oc2cc3c4c(c2)C(C)=CC(C)(C)N4C(=O)C3=O)c1
 : -0.6	6	-10	-10	0.3	0.8	3	-1.9	10
(21) CSc1ccccc1NC(=O)c1ccccc1N(Cc1ccccc1)S(C)(=O)=O
 : 0.7	-1	16	-2	-1.5	-1.6	7	0.8	-11
(22) Cc1nc2ccccc2c(-c2ccccc2)c1C(=O)c1ccccc1
 : -0.2	-5	95*	-9	-0.2	3.3	4	-1.2	24
(23) CC(=O)c1cnc2c(-c3ccccc3)cnn2c1C
 : 0.1	9	-5	-7	-0.5	-1.9	7	0.2	-8
(24) O=S(=O)(NC1CCCCC1Nc1ccccc1)c1ccccc1 (stereo not given)
 : -0.2	-3	34	-12	-0.2	16*	3	-1.4	8
(25) Cc1sc2ncnc(N(C)CCc3ccccn3)c2c1C
 : 0.7	-2	16	0	0.8	-1.0	-11	-0.2	-30
(26) CC(Nc1cc(N2CCNCC2)ccc1[N+](=O)[O-])c1ccccc1 (stereo not given)
 : -1.4	2	-45	-8	0.4	-1.3	6	-0.1	18
(27) Cc1ccc(NC(=O)CCC(=O)NNC(=O)c2cccc([N+](=O)[O-])c2)cc1C
 : 0.2	-2	13	-27	1.0	1.8	3	0.4	-24
(28) CCSc1nnc(NC(=O)CSc2nc3c(cc2C#N)CCCC3)s1
 : -0.1	2	5	-10	0.8	0.7	3	0.7	-54
(29) O=C(NCCOc1ccccc1)c1ccccc1
 : -0.4	-1	-17	-4	-0.2	-0.8	3	0.9	-14
(30) COc1cc(/C=N/N=C2/NC(=O)C(c3ccccc3)S2)ccc1O (stereo not given)
 : 0.4	4	-6	-39	-0.4	-1.9	6	-0.2	28
(31) COc1cccc(CNC(=O)C2CCN(S(=O)(=O)N3CCCC3)CC2)c1
 : 0.5	-1	3	-12	0.9	1.8	6	-0.2	-29
(32) O=C(c1ccco1)N1CCN(CC(=O)N2c3ccccc3CCc3ccccc32)CC1
 : -0.9	-4	1	-12	-0.5	-0.4	2	0.7	9
(33) CCn1c2ccccc2c2cc(NC(=O)CSc3nnc(-c4ccccc4OC)n3N)ccc21
 : -0.6	-3	-23	5	-0.4	2.4	3	-1.8	-150
(34) CCOC(=O)C1(Cc2ccccc2)CCN(Cc2cccn2-c2cccnc2)CC1
 : -0.4	-1	-1	-1	-0.9	0.3	3	-0.4	-8
(35) CCC(=O)c1c[nH]c(C(=O)NCCCn2ccnc2)c1
 : 0.7	3	7	-29	0.9	0.5	1	0.9	-6
(36) CCc1cccc(C)c1NC(=O)c1ccccc1
 : 0.0	6	-21	15	-2.4	0.8	7	-1.1	20
(37) CCCCCCCn1ccc(=N)cc1
 : 0.4	97*	-1	-16	0.7	-2.8	77*	1.9	17
(38) CCCOc1ccc(C(=O)Nc2cc(-c3nn4c(C)nnc4s3)ccc2C)cc1
 : -0.9	-2	12	-8	-0.3	-3.0	8	0.1	-6
(39) CCCNC(=O)NC(=O)COc1ccc2oc3ccccc3c2c1
 : 0.4	-4	-31	-11	0.1	-1.6	1	-1.4	-18
(40) CCC(=O)NC(=S)Nc1cccc(C(C)=O)c1
 : 0.0	-1	29	8	0.2	1.7	2	0.6	-26
(41) Cc1ccc2sc(NC(=O)c3ccc(N4C(=O)CCC4=O)cc3)nc2c1C
 : 0.4	-2	-7	-7	1.1	0.9	4	0.2	-174
(42) COc1ccc(-c2nc(SC)n(S(=O)(=O)c3ccccc3)n2)cc1
 : 0.2	0	59	-5	0.7	-0.3	4	-0.1	-15
(43) O=C(CSc1nnc(Cc2ccccc2)o1)c1ccccc1
 : 0.6	-1	-7	-9	-0.4	-0.5	4	-0.8	-19
(44) c1ccc(-c2nc(NCc3ccco3)c3ccccc3n2)cc1
 : -1.0	-4	51	1	1.1	-0.2	-2	-0.7	-9
(45) CCSc1ncc(C#N)c(=O)[nH]1
 : 0.9	1	14	10	-0.2	0.7	4	-0.1	-14
(46) COc1ccccc1OCC(=O)Nc1ccccc1C(=O)NCc1ccco1
 : -1.0	1	-7	-7	0.8	-2.1	3	3.2	-1
(47) CCOc1ccc(N(CCCCO)C(=S)NC(=O)c2ccc(C)c(Br)c2)cc1
 : -0.6	4	-2	-4	0.2	4.2	12	0.5	35
(48) CC(C)CNc1nc(SCC(=O)Nc2ccccc2)nc(N2CCOCC2)n1
 : 0.4	-2	-1	10	0.3	0.5	8	0.3	-9
(49) CC(=O)Nc1ccc(NC2=CC(=O)CC(C)(C)C2)cc1
 : 1.6	1	12	0	0.4	-0.3	6	1.5	-35
(50) Cc1ccnc(N2C(=O)OC(C)(C)C2(C)O)c1 (stereo not given)
 : 1.0	4	17	-8	0.3	-1.1	8	1.1	-7
(51) O=C1C(Cl)=C(N2CCC(C(=O)O)CC2)C(=O)c2ccccc21
 : 0.3	0	-38	16	-0.1	-2.4	2	0.4	12
(52) COc1ccc(NS(=O)(=O)c2ccc(Cl)c(N)c2)cc1Br
 : 0.5	2	-41	-17	0.3	1.7	2	-1.8	6
(53) COc1ccc(/C=N/NC(=O)CNc2ccc(Br)cc2)c(C(=O)O)c1OC
 : 0.7	-3	12	-25	0.7	-1.5	1	0.9	-62
(54) Cc1cccn2c(=O)c(C=O)c(Sc3ncccn3)nc12
 : 2.1	2	8	-15	0.6	-0.1	7	1.7	-37
(55) Fc1ccccc1Nc1nc(Cl)nc(Cl)n1
 : 1.5	-1	30	-2	0.9	0.5	8	0.6	-25
(56) CC(=O)Nc1c(O)c2ccccc2[nH]c1=O
 : 0.1	0	12	-9	0.8	0.8	6	0.7	-40

# Compound activity from PubChem BioAssay.
